From PubChem
Epigenetic reg: Quantitative High-Throughput Screen for Regulators of Epigenetic Control | Potency, µM (highest dose often 53.9 µM), for inactives: at the highest dose GFP activation, most hits filed as activators | AID 1865, 2009 | murine LDR cells, GFP reporter derepression, 30 h | 280,000 tested, 0.2% active; active means well fitted activation curve with a large enough effect; inconclusive means small, poorly fitted or top-dose-only effect; further: % of control where 0% means no effect; nearly all actives have a fitted effect of over 60% in size
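Murine LDR cells carrying a silenced, genomically integrated CMV-driven GFP reporter were exposed to compound for 30 hours at 37 C. After PBS washes, GFP-positive cells (20–120 um objects) were counted by laser-scanning microplate cytometry.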
Starred values were filed as active, the others as inactive; ? = inconclusive. Potency means the concentration at half of the fitted maximal effect.

Epigenetic reg	SMILES
0.8%	Cc1ccc(N(CC(=O)N2CCN(c3cc(C)ccc3C)CC2)S(=O)(=O)c2c(C)nn(C)c2C)cc1
-6.1%	CCc1noc(-c2ccc(N3CCC(C)CC3)c([N+](=O)[O-])c2)n1
-1.9%	Cc1cccc(C)c1OCc1nc2c3cnn(-c4ccccc4F)c3ncn2n1
0.7%	Cc1ccc(C)c(N2CCN(c3nc4ccc(C(=O)c5ccccc5)cc4n4cnnc34)CC2)c1
-7.5%	Cc1cccc(-c2noc(-c3ccc(N4CCOCC4)c([N+](=O)[O-])c3)n2)c1
6.8%	COc1ccccc1CNC(=O)Cn1ncn2c(cc3sccc32)c1=O
-0.3%	COc1ccc(S(=O)(=O)c2nnn(-c3ccccc3F)c2C)cc1
1.9%	Cc1cccc(NC(=O)C2CCCN2S(=O)(=O)c2ccc3nc(-c4ccccc4)[nH]c3c2)c1 (stereo not given)
-0.5%	Cc1ccc(-c2noc(-c3ccc(NCC4CCCO4)c([N+](=O)[O-])c3)n2)cc1 (stereo not given)
-0.7%	CCOC(=O)C1CCN(C(=O)Cn2ncc3c4ccccc4n(C)c3c2=O)CC1
15%	Cc1ccc2c(CNCCc3ccco3)c(C(=O)O)n(Cc3ccc(F)cc3)c2c1
2.9%	NC(=O)c1cc(S(=O)(=O)NCc2ccccc2)cs1
-1.5%	O=S(=O)(c1ccc(Cl)cc1)c1nc(-c2cccs2)oc1SCc1ccccc1F
-0.9%	CCCCC12CN3CC(C)(CN(C1)C3c1ccc(OCc3ccccc3)cc1)C2=O (stereo not given)
1.4%	O=C(NCCCN1CCN(c2ccc(F)cc2)CC1)c1cc2c(s1)-c1ccccc1OC2
10µM*	COc1ccc(-n2c(/C=C/c3c(C)[nH]c4ccccc34)nc3ccccc3c2=O)cc1
-5.1%	COc1cc(OC)cc(-n2c(=O)[nH]c3cc(C(=O)NCCc4ccc(C)cc4)ccc3c2=O)c1
0.0%	CCOc1ccccc1CNC(=O)Cn1cc2c(n1)-c1c(oc(C(=O)N3CCCC3)c1C)CC2
1.8%	COc1ccc2c(c1)Cc1sc(NC(=O)c3ccc(Cl)cc3)nc1-2
0.0%	COc1ccc(OC)c(-c2cc(C(=O)Nc3c(C)nn(Cc4ccc(C)cc4)c3C)no2)c1
0.0%	CC1=C(c2ccc(C)c(C)c2)S(=O)(=O)N(Cc2ccc(C(=O)NCc3ccc(C)cc3)cc2)C1=O
1.6%	CNc1nc2c(c(=O)n(C)c(=O)n2C)n1CC(O)COc1ccc(OC)cc1 (stereo not given)
-1.0%	CN1C(=O)Cc2cc(S(=O)(=O)CCC(=O)Nc3ccc(Cl)cc3)ccc21
6.7%	COc1ccc(Cl)cc1NC(=O)CSc1nc(-c2cccs2)cc(C(F)(F)F)n1
-2.7%	CCc1ccc(Nc2nn(-c3ccc(OC(F)(F)F)cc3)nc2C(C)=O)cc1
-1.8%	CCOC(=O)c1c(NC(=O)c2cc(-c3ccc(Cl)cc3)on2)sc2c1CCCC2
0.0%	CCCCN(CC)C(=O)c1cc2c(=O)n3cccc(C)c3nc2s1
?	COc1ccc(NC(=O)c2sc3nc(C)c(C(=O)Nc4ccc(C)cc4C)c(-c4cccs4)c3c2N)cc1
1.9%	CCCN1C(=O)c2[nH]nc(-c3ccccc3O)c2C1c1ccc(OCc2ccccc2)c(OCC)c1 (stereo not given)
4.1%	Cc1ccccc1OCC(=O)Nc1ccc(OCc2cc(=O)n3ccsc3n2)cc1
6.3%	CCCCOc1ccc(CNC(=O)c2ccc(NC(=O)N3CCSc4ncccc43)cc2)cc1
0.0%	CCc1cccc(NC(=O)C(CC(C)C)NS(=O)(=O)c2ccc3c(c2)oc(=O)n3C)c1 (stereo not given)
3.5%	Cc1nnc(NCc2ccccc2)c2c1nnn2Cc1ccc(F)cc1
-2.9%	O=C(c1ccc(CSc2nc3ccncc3n2Cc2ccccc2)cc1)N1CCCCCC1
-0.4%	COc1ccccc1/C=C/c1nc(C#N)c(N2CCCCC2)o1
-1.6%	CN(C(=O)CSc1nnc(COc2ccccc2)o1)c1ccccc1
12%	CCN1CCN(c2oc(/C=C/c3cc(OC)c(OC)c(OC)c3)nc2C#N)CC1
0.1%	COc1ccccc1N(CC(=O)N1CCC(C)CC1)S(=O)(=O)c1ccc(C)cc1
7.9%	Cc1c(C(=O)OCCOc2ccccc2)[nH]c2c1C(=O)CC(c1ccc(C(C)(C)C)cc1)C2 (stereo not given)
1.4%	O=C(CCC(=O)N1CCSc2ccccc21)NCc1ccccc1Cl
2.2%	CN(C)CCN(Cc1ccco1)C(=O)c1cc2c(s1)-c1ccccc1OC2
0.4%	COc1cccc(CSc2nc3cc(OC)c(OC)cc3c3nc(CCn4nc(C)cc4C)nn23)c1
-1.9%	CCOc1ccccc1-c1noc(CSc2nnc(-c3ccccc3)n2-c2cccc(C)c2)n1
-1.6%	COc1cc(C(=O)Nc2ccc(-c3nc4cc(C)c(C)cc4o3)cc2)cc(OC)c1OC
4.2%	COc1ccc(CCNC(=O)CCc2cn(Cc3ccccc3Cl)c3ccccc23)c(OC)c1
4.1%	O=C(Nc1ccc(Cl)cc1)c1ccc2c(c1)N(Cc1ccccc1)CCS2
8.5%	CCOC(=O)CN1C(C(=O)c2ccccc2)=C(OC(=O)C(C)(C)C)c2ccccc2S1(=O)=O
0.8%	Cc1oc(-c2cccc(Cl)c2)nc1CN1CCC(C(=O)NCCc2ccc(Cl)cc2)CC1
-1.5%	O=C(CCS(=O)(=O)c1cc2c3c(c1)CCN3C(=O)CC2)NCc1ccc(Cl)cc1
0.8%	Cc1cccc(NC(=O)C2CCCN(S(=O)(=O)c3cnc[nH]3)C2)c1C (stereo not given)
-0.8%	COc1ccc(/C=C/C(=O)Nc2ccc(Cl)c(Cl)c2)cc1
3.2%	COc1ccccc1Nc1nc(C)nc(N)c1S(=O)(=O)c1ccccc1
0.9%	CN(Cc1ccc(F)cc1)S(=O)(=O)c1nnc(NC(=O)c2ccccc2)s1
-2.0%	COc1ccc(S(=O)(=O)Nc2c(C)nc3nc(C)[nH]n3c2=O)cc1
7.2%	Cc1ccc(NC(=O)CN2C(=O)COc3ccc(S(=O)(=O)N4CCCCCC4)cc32)c(C)c1
-3.9%	O=C(NCCCN1CCN(c2ccccc2F)CC1)c1ccc2nc(N3CCCCC3)sc2c1
0.0%	COc1ccc(Cl)c(Cn2c(NCCN)nc3c2c(=O)n(C)c(=O)n3C)c1
-1.0%	COc1ccc(-c2cc(C(F)(F)F)nc(SCC(=O)N(C)Cc3ccccc3)n2)cc1OC
-3.4%	CCOc1cc(CNC(=O)CCCn2c(=O)c3cccn3c3cccnc32)cc(OCC)c1OCC
1.6%	COc1ccc(Nc2nn3c(=O)c4cc5c(cc4nc3s2)OCO5)c(OC)c1

3 compounds already listed, ordered by molecular weight, smallest number first:
Epigenetic reg	SMILES
3.5%	Cc1nnc(NCc2ccccc2)c2c1nnn2Cc1ccc(F)cc1
-0.5%	Cc1ccc(-c2noc(-c3ccc(NCC4CCCO4)c([N+](=O)[O-])c3)n2)cc1 (stereo not given)
0.7%	Cc1ccc(C)c(N2CCN(c3nc4ccc(C(=O)c5ccccc5)cc4n4cnnc34)CC2)c1

Further compounds
Epigenetic reg	SMILES
-3.7%	COc1cc(C(=O)NCCSc2c(C)[nH]c3ccccc23)cc(OC)c1OC
1.0%	Cc1nn(-c2ccccc2)c2sc(C(=O)Nc3ccccc3Br)cc12
3.0%	Cc1cc(C)cc(NC(=O)Cn2cc(C(=O)C3CCCCC3)c3ccccc32)c1
-0.6%	CCn1c(C)c(C)c2cc(C(=O)NCc3ccc(OC)cc3OC)ccc21
1.9%	Cc1cccc(N2CCN(C(=O)C3CCCN(S(=O)(=O)c4ccc(Br)s4)C3)CC2)c1C (stereo not given)
1.5%	CCc1ccc(-n2nc(CO)c(C(=O)NCCCc3ccccc3)n2)cc1
0.2%	Nc1nnc(SCC(=O)Nc2ccccc2C(F)(F)F)s1
-1.1%	CCC(=O)N1CCc2cc(Br)cc(S(=O)(=O)CCC(=O)N(CC)Cc3ccccc3)c21
2.6%	COc1ccc2c(Sc3ccccc3)c(C(=O)NCCCN3CCCCC3)[nH]c2c1
-1.1%	Cc1ccc(C)c(N2CCN(C(=O)c3ccc4c(c3)N(Cc3ccc(F)cc3)C(=O)c3ccccc3S4=O)CC2)c1 (stereo not given)
-1.6%	CCc1ccc(-n2c(=O)c3sc4ccccc4c3n(Cc3cccc(F)c3)c2=O)cc1
0.0%	COc1ccc(-c2nc(CS(=O)(=O)CC(=O)NCCc3ccc(C)cc3)c(C)o2)cc1
4.6%	COc1ccc(NC(=O)Nc2nnc(N(C)C3CCCCC3)s2)c(OC)c1
-1.1%	COc1ccc(Cn2cc(C(=O)c3ccc(C)cc3)c(=O)c3cc(OC)c(OC)cc32)cc1
?	CCN(CC)c1ccc(C2C(C(N)=O)=C(C)Nc3nc(SCc4ccccc4Cl)nn32)cc1 (stereo not given)
-0.4%	O=C(CSc1oc(-c2ccc(F)cc2)nc1S(=O)(=O)c1ccc(Br)cc1)NC1CCCCC1
-0.1%	Cc1ccc(-n2nc(CO)c(C(=O)NCCc3ccccc3)n2)cc1
-2.9%	CCOC(=O)N1CCN(C(=O)CN(c2cccc(Cl)c2C)S(=O)(=O)c2ccc(C)cc2)CC1
-1.1%	Cc1ccccc1-c1ccnc2c(-c3ccc(F)cc3)c(C)nn12
8.9%	Cc1ccc(CCNc2nc3c(S(=O)(=O)c4ccccc4)nnn3c3ccsc23)cc1
1.3%	Cc1nc2c3cccnc3nn2c(C)c1CCC(=O)NCc1ccccc1Cl
1.3%	COc1ccc(N2CCN(C(=O)c3cccc(-n4c(C)nc5cccnc54)c3)CC2)cc1
1.8%	Cc1ccccc1S(=O)(=O)Cc1ccc(C(=O)NC2CCCCC2)o1
0.9%	COc1ccc(C)cc1-n1nnc(-c2nc(-c3ccccc3Cl)no2)c1N

A stretch of the results above, as a working copy:
Epigenetic reg	SMILES
-3.9%	O=C(NCCCN1CCN(c2ccccc2F)CC1)c1ccc2nc(N3CCCCC3)sc2c1
0.0%	COc1ccc(Cl)c(Cn2c(NCCN)nc3c2c(=O)n(C)c(=O)n3C)c1
-1.0%	COc1ccc(-c2cc(C(F)(F)F)nc(SCC(=O)N(C)Cc3ccccc3)n2)cc1OC
-3.4%	CCOc1cc(CNC(=O)CCCn2c(=O)c3cccn3c3cccnc32)cc(OCC)c1OCC
1.6%	COc1ccc(Nc2nn3c(=O)c4cc5c(cc4nc3s2)OCO5)c(OC)c1
-3.7%	COc1cc(C(=O)NCCSc2c(C)[nH]c3ccccc23)cc(OC)c1OC
1.0%	Cc1nn(-c2ccccc2)c2sc(C(=O)Nc3ccccc3Br)cc12
3.0%	Cc1cc(C)cc(NC(=O)Cn2cc(C(=O)C3CCCCC3)c3ccccc32)c1
-0.6%	CCn1c(C)c(C)c2cc(C(=O)NCc3ccc(OC)cc3OC)ccc21
1.9%	Cc1cccc(N2CCN(C(=O)C3CCCN(S(=O)(=O)c4ccc(Br)s4)C3)CC2)c1C (stereo not given)
1.5%	CCc1ccc(-n2nc(CO)c(C(=O)NCCCc3ccccc3)n2)cc1
0.2%	Nc1nnc(SCC(=O)Nc2ccccc2C(F)(F)F)s1
-1.1%	CCC(=O)N1CCc2cc(Br)cc(S(=O)(=O)CCC(=O)N(CC)Cc3ccccc3)c21
2.6%	COc1ccc2c(Sc3ccccc3)c(C(=O)NCCCN3CCCCC3)[nH]c2c1
-1.1%	Cc1ccc(C)c(N2CCN(C(=O)c3ccc4c(c3)N(Cc3ccc(F)cc3)C(=O)c3ccccc3S4=O)CC2)c1 (stereo not given)
-1.6%	CCc1ccc(-n2c(=O)c3sc4ccccc4c3n(Cc3cccc(F)c3)c2=O)cc1
0.0%	COc1ccc(-c2nc(CS(=O)(=O)CC(=O)NCCc3ccc(C)cc3)c(C)o2)cc1
4.6%	COc1ccc(NC(=O)Nc2nnc(N(C)C3CCCCC3)s2)c(OC)c1
-1.1%	COc1ccc(Cn2cc(C(=O)c3ccc(C)cc3)c(=O)c3cc(OC)c(OC)cc32)cc1
?	CCN(CC)c1ccc(C2C(C(N)=O)=C(C)Nc3nc(SCc4ccccc4Cl)nn32)cc1 (stereo not given)
-0.4%	O=C(CSc1oc(-c2ccc(F)cc2)nc1S(=O)(=O)c1ccc(Br)cc1)NC1CCCCC1
-0.1%	Cc1ccc(-n2nc(CO)c(C(=O)NCCc3ccccc3)n2)cc1
-2.9%	CCOC(=O)N1CCN(C(=O)CN(c2cccc(Cl)c2C)S(=O)(=O)c2ccc(C)cc2)CC1
-1.1%	Cc1ccccc1-c1ccnc2c(-c3ccc(F)cc3)c(C)nn12
8.9%	Cc1ccc(CCNc2nc3c(S(=O)(=O)c4ccccc4)nnn3c3ccsc23)cc1
1.3%	Cc1nc2c3cccnc3nn2c(C)c1CCC(=O)NCc1ccccc1Cl

Additional compounds follow.
Epigenetic reg	SMILES
0.8%	O=C(Nc1ccc(Br)cc1F)C(NS(=O)(=O)c1cccc2nsnc12)c1ccccc1 (stereo not given)
-0.9%	CCn1cc(C(=O)OCC(=O)Nc2cc(Cl)ccc2C)c(=O)c2ccc(C)nc21
2.4%	CCOC(=O)c1c(NC(=O)c2cc(=O)c3ccc(C)cc3o2)sc(C)c1C
-0.9%	COc1ccc(NC(=O)Cn2c(=O)n(CCC(=O)NCc3ccccc3OC)c(=O)c3ccccc32)cc1Cl
-3.4%	CC(C)(C)c1ccc(C2=NC(C)(C)N(CC(=O)Nc3ccc(F)c(F)c3)C2=O)cc1
-1.6%	CC(C)(C)c1ccc(C(=O)Nc2ccc(-c3nc4cc(Cl)ccc4o3)cc2)cc1
1.8%	COC(=O)c1c(NC(=O)c2nc(SCc3cccc(C)c3)ncc2Cl)sc2c1CCCC2
-0.8%	O=C(O)c1c(-c2ccccc2)oc2ccc(OCc3ccc(Cl)c(Cl)c3)cc12
8.7%	COc1ccc(-c2cc(C(F)(F)F)n3nc(C(=O)Nc4ccccc4SC)cc3n2)cc1OC
-0.5%	CCC(=O)Nc1ccc(CC)cc1-c1nc2ccccc2n(Cc2ccccc2)c1=O
-1.5%	COc1ccc(CCNC(=O)Cn2c(=O)n(-c3cc(OC)c(OC)c(OC)c3)c(=O)c3ccccc32)cc1OC
0.0%	COc1cccc(C2CC(=O)Nc3c2c(=O)[nH]c2ncnn32)c1OC (stereo not given)

These rows are one share of the data; rates above refer to the full screens.
